# XBP1 UPR activ: activators of adaptive arm of unfolded protein response (XBP1) | 0.33% of 330,000 active | CHO-XBP1 luciferase reporter, IRE1-XBP1 UPR activation, luminescence; percent of tunicamycin response, DMSO as zero | activation, % at 20 µM;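 active = versus positive control, 20 µM dose yields 30% or more activation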;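 note: 100% = tunicamycin at 10 µg/mL and 0% = DMSO only wells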
#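 assay system = CHO-XBP1 luciferase reporter cells | amount = 1000 cells/well | buffer or medium = F12 plus 10% FBS | compound dosing = single point, 20 µM final compound, 1% DMSO | incubation = 16-18 h cell attachment at 37 °C, then 6 h compound exposure | detection = Steady-Glo luminescence read | controls = tunicamycin 10 µg/mL and vehicle-only wells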
# Mdm2-MdmX inh: inhibitors of human Mdm2/MdmX interaction; AID 485346; O15151+Q00987; inhibition, % at 8 µM; SaOS-2 split-luciferase Mdm2/MdmX complementation, luminescence; 3% of 330,000 active;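 active = inhibition of at least 50% at 8 µM in the primary screen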
# Target sequence (O15151 whole entry, looked up): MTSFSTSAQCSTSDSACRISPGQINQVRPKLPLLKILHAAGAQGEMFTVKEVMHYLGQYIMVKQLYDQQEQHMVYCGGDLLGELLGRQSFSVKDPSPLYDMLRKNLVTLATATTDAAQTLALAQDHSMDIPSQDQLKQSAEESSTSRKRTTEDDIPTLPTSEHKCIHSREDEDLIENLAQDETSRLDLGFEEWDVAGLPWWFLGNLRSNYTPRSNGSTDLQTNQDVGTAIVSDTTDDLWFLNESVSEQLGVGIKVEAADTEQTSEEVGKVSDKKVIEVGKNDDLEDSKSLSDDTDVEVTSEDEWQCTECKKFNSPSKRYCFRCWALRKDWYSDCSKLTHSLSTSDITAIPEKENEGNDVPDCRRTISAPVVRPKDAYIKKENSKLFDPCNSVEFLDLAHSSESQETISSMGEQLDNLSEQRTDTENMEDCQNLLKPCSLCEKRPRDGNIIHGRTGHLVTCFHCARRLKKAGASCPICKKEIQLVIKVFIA
# Target sequence (Q00987 whole entry, looked up): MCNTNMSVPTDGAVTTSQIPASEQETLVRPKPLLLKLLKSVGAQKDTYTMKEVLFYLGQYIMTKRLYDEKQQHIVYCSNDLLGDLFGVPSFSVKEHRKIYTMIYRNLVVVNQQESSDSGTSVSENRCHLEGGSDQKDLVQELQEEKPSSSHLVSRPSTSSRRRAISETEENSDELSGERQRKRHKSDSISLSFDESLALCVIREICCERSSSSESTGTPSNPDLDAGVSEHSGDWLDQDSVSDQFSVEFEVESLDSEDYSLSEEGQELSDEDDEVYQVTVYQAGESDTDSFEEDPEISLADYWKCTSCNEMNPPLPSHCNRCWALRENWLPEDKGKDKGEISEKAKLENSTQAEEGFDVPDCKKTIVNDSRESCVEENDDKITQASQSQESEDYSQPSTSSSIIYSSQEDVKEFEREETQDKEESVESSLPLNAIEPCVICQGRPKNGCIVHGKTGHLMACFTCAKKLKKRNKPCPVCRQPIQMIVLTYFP
# tim10-1 inh: tim10-1 yeast growth inhibition. S. cerevisiae tim10-1 ts strain growth, BacTiter-Glo, 24 h. inhibition, % at 20 µM. 2.2% of 330,000 active. AID 463190;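 active = inhibition of at least 40%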;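 note: mutant grown at 25 °C; 0% = DMSO wells with yeast and 100% = wells holding no yeast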
# CHOP UPR activ: apoptotic UPR (CHOP) activation | activation, % at 10 µM | 0.34% of 330,000 active | CHO-CHOP luciferase reporter, luminescence; percent of tunicamycin response over DMSO baseline | AID 449763;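 active = at 10 µM dose, activation of 40% or more, normalized to positive control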;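 note: 100% = tunicamycin at 10 µg/mL and 0% = DMSO alone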
#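 System: CHO-CHOP luciferase reporter cell line; amount: 500 cells/well; buffer or medium: F12 medium containing 10% fetal bovine serum; incubation: 6 h compound exposure at 37 °C after overnight seeding; measured by: luciferase luminescence after 10 min with Steady-Glo reagent; evaluation: % reporter activation, DMSO baseline versus tunicamycin full activation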
# APJ ag: activates the human apelin receptor APJ; P35414; CHO-K1 APJ PathHunter beta-arrestin, luminescence; 0% DMSO wells, 100% apelin; activation, % at 20 µM; 0.11% of 330,000 active;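 active = activation more than six SD over the plate average, tested at 20 µM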;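 note: 0% = DMSO alone and 100% = apelin-13 at 10 nM; some results filed as inactive read as strong as hits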
#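 assay system = CHO-K1 APJ beta-arrestin complementation cell line | input = cell density 1000 per well | dosing = compound 20 µM once, DMSO 1% | timing = compound 90 min 25 °C, reagent 1 h | measured by = luminescence from split beta-galactosidase complementation, Galacton Star/Emerald II substrate | read-out basis = APJ agonist activity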
# NLRP3 yeast inh: blocks the NALP3 inflammasome reconstituted in yeast; Yeast reconstituted NLRP3/ASC/caspase-1, beta-gal luminescence, 24 h; inhibition, % at 10 µM; 0.39% of 330,000 active;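 active = inhibition of 50% or more; inactive = inhibition below 50%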;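 note: plate controls were induced DMSO wells for no effect and uninduced yeast grown without galactose for full effect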
# tim23-1 inh: tim23-1 yeast growth inhibition; S. cerevisiae tim23-1 growth, BacTiter-Glo luminescence, 24 h; inhibition, % at 20 µM; 1.3% of 330,000 active;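 active = growth inhibition of the mutant yeast at or above 50%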;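 note: temperature-sensitive mutant grown at 25 °C; plate controls were DMSO-treated mutant yeast for no effect and medium wells lacking yeast for full effect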
# TIM10 inh: inhibits growth of TIM10 yeast strain; S. cerevisiae TIM10 strain growth, BacTiter-Glo luminescence, 24 h; inhibition, % at 10 µM; 1.4% of 330,000 active; AID 463195;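 active = inhibition of 40% or more at the single tested concentration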;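 note: wild-type TIM10 isogenic control strain grown at permissive 25 °C; 0% = DMSO yeast wells and 100% = minimal medium wells without yeast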
# GRIN3A LBD mod: modulators (binders) of human NR3A ligand-binding domain | NR3A LBD differential scanning fluorimetry, Tm shift; 0% = protein alone, 100% = glycine-bound protein | Tm shift relative to glycine control, % at 25 µM | 2.5% of 340,000 active;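 active = melting temperature shift of at least 10% of the positive control shift, at one fixed dose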
# Numbers without * were called inactive; i = inactive.
SMILES,XBP1 UPR activ,Mdm2-MdmX inh,tim10-1 inh,CHOP UPR activ,APJ ag,NLRP3 yeast inh,tim23-1 inh,TIM10 inh,GRIN3A LBD mod
CCN(CC)C(=O)CN(c1cccc(C(F)(F)F)c1)S(C)(=O)=O,3,5,21,-2.3,-1,11,-2,14,0
CC1(C)Cc2c(sc(/N=C/N3CCCC3)c2C#N)C(C)(C)N1,3,6,19,1.6,-1,4,19,25,3
COCC(=O)Nc1ccc2c(c1)OCC(=O)N2Cc1ccccc1F,-4,-1,-5,1.4,-1,9,5,-27,0
CCOc1ccc(/C=C(\C#N)C(=O)Nc2ccccn2)cc1,1,13,-13,4.6,6,18,9,8,-3
Cc1cccc(NC(=O)c2cc([N+](=O)[O-])ccc2N2CCN(C)CC2)c1,-1,-11,10,1.2,-4,7,-4,9,-1
COc1cccc(N=C2SC(CC(=O)Nc3ccccc3)C(=O)N2Cc2ccccn2)c1 (stereo not drawn),1,14,22,1.3,-3,-9,18,6,-7
Cc1cc(NC(=O)c2cc(S(=O)(=O)N3CCCCC3)ccc2C)n(-c2ccccn2)n1,-4,49,13,-0.7,1,-4,18,18,-22
CC(=O)c1ccc(S(=O)(=O)NCC(=O)NC(c2nc3ccccc3[nH]2)C(C)C)cc1 (stereo not drawn),-3,-23,6,0.8,0,3,11,2,1
O=C(CN(C1CCCCC1)S(=O)(=O)c1ccc(Cl)cc1)NCc1ccncc1,0,12,15,1.7,3,7,28,22,0
CC(C)(C)n1nc2c(c1NC(=O)c1ccccc1C(F)(F)F)CS(=O)(=O)C2,-1,-2,6,-0.5,-9,-12,-4,2,4
COc1cccc(C(C(=O)NC2CCCC2)N(C(=O)c2ccco2)c2ccccc2F)c1OC (stereo not drawn),1,-6,29,2.0,-2,10,27,2,0
CCOc1ccc(C2CC(c3ccc(CC)cc3)Nc3nc(N)nn32)cc1 (stereo not drawn),1,11,9,4.3,-2,10,10,5,3

# An excerpt of these results, with tabs:
Structure	XBP1 UPR activ	Mdm2-MdmX inh	tim10-1 inh	CHOP UPR activ	APJ ag	NLRP3 yeast inh	tim23-1 inh	TIM10 inh	GRIN3A LBD mod
CC(C)(C)n1nc2c(c1NC(=O)c1ccccc1C(F)(F)F)CS(=O)(=O)C2	-1	-2	6	-0.5	-9	-12	-4	2	4
COc1cccc(C(C(=O)NC2CCCC2)N(C(=O)c2ccco2)c2ccccc2F)c1OC (stereo not drawn)	1	-6	29	2.0	-2	10	27	2	0

# Following part.
SMILES,XBP1 UPR activ,Mdm2-MdmX inh,tim10-1 inh,CHOP UPR activ,APJ ag,NLRP3 yeast inh,tim23-1 inh,TIM10 inh,GRIN3A LBD mod
CC(=O)c1cccc(NC(=O)Cn2cnc(S(=O)(=O)N3CCCCC3)c2)c1,-4,-1,17,0.3,-3,7,9,-2,1
O=[N+]([O-])c1cccc(Nc2c([N+](=O)[O-])ccc3nonc23)c1,8,30,-11,0.5,-3,6,17,12,6
COc1cccc(N2CCN(C(c3ccccn3)c3nnnn3C(C)(C)C)CC2)c1 (stereo not drawn),-3,5,23,0.1,-3,8,17,7,0
CCCCN(CC)C(=S)Nc1ccc2nc3n(c(=O)c2c1)CCCCC3,1,25,0,4.6,0,26,18,5,11*
CCN(C(=O)Cc1ccccc1OC)c1nnc(-c2ccncc2)s1,4,2,15,-1.3,-2,12,27,0,-2
N#CCCN(C(=O)COC(=O)C1=COCCO1)c1ccc(F)cc1,0,3,-2,1.0,0,12,-2,-2,0
O=C(O)CCC(=O)Nc1ccccc1C(=O)Nc1ccccc1,-2,19,1,0.8,0,-14,-5,-6,1
CC(=O)N1c2ccc(S(=O)(=O)N3CCCCC3)cc2CC1C(=O)Nc1ccc(F)cc1C (stereo not drawn),-6,-3,7,0.2,12,13,8,11,1
CCOC(=O)c1ccccc1NC(=O)CSc1nncn1C,-4,-11,14,-3.0,-1,-12,-3,5,-1
CCn1c(SCC(=O)OC)nnc1-c1ccncc1,1,-20,12,-0.7,2,0,-4,1,-3
Cc1cc(C)c(S(=O)(=O)NCc2nc3nc(C)cc(C)n3n2)c(C)c1,2,14,-5,0.2,-3,6,-5,2,0
Cc1ccccc1NC(=O)CSCCO,0,11,-18,1.4,0,5,11,3,2
COC(=O)c1cccc(NC(=O)Cn2cnc3c2c(=O)n(C)c(=O)n3C)c1,-2,3,2,-0.1,-2,-11,4,0,2
Cc1ccc(OCC(=O)N2CCOCC2)cc1C,1,12,6,2.9,1,-3,10,-1,-4
N#C/C(=C\c1ccccc1OCC(=O)O)c1nc2ccccc2[nH]1,-3,-25,17,0.5,-4,13,13,4,3
Cc1nn(C(C)C(=O)NCc2cccs2)c(=O)c2nn(-c3ccccc3)c(C)c12 (stereo not drawn),-4,13,27,-0.2,-2,4,10,1,0
O=C(CNC(=O)C1COc2ccccc2O1)N/N=C/c1ccc([N+](=O)[O-])cc1 (stereo not drawn),-1,-19,13,1.4,3,8,9,21,-5
COc1ccc(S(=O)(=O)N2CCc3ccccc32)cc1C(=O)OCc1c(C)noc1C,-2,3,17,1.3,-5,5,-11,17,-1
Cc1ccc(S(=O)(=O)NCCC(=O)N2CCN(Cc3ccccc3)CC2)cc1,2,20,-14,-3.0,-3,8,13,-6,0
CCN(CC)C(=O)COc1coc(CN2CCN(Cc3ccccc3)CC2)cc1=O,-1,3,-13,1.6,-1,3,2,17,0
COc1cccc(-c2nnc(NC(=O)c3ccc4ncsc4c3)o2)c1,-3,4,21,1.2,-3,-14,10,24,0
CCOC(=O)c1c(NC(=O)CSc2nnc(-c3ccccc3)n2CC)sc(C(C)=O)c1C,-5,8,24,-1.0,0,8,20,9,-13
COc1nc(Nc2cccc([N+](=O)[O-])c2)nc(OC)n1,6,13,-12,1.2,1,19,-18,-9,-3
O=C(O)c1cccc(Cn2cccn2)c1,1,-21,11,1.5,-2,4,1,-25,0

# An excerpt of the results above, as a working copy:
SMILES,XBP1 UPR activ,Mdm2-MdmX inh,tim10-1 inh,CHOP UPR activ,APJ ag,NLRP3 yeast inh,tim23-1 inh,TIM10 inh,GRIN3A LBD mod
CCOC(=O)c1c(NC(=O)CSc2nnc(-c3ccccc3)n2CC)sc(C(C)=O)c1C,-5,8,24,-1.0,0,8,20,9,-13
COc1nc(Nc2cccc([N+](=O)[O-])c2)nc(OC)n1,6,13,-12,1.2,1,19,-18,-9,-3
O=C(O)c1cccc(Cn2cccn2)c1,1,-21,11,1.5,-2,4,1,-25,0

# Continuation:
SMILES,XBP1 UPR activ,Mdm2-MdmX inh,tim10-1 inh,CHOP UPR activ,APJ ag,NLRP3 yeast inh,tim23-1 inh,TIM10 inh,GRIN3A LBD mod
COCCCNC(=O)CN(c1cc(Cl)ccc1OC)S(C)(=O)=O,-1,-10,-9,2.7,0,6,1,6,-1
Cc1ccc(N2CC(C(=O)Nc3nnc(SCC(=O)Nc4nc(C)cs4)s3)CC2=O)cc1 (stereo not drawn),3,7,4,0.8,2,6,5,-10,-24
COc1ccc(CCC(=O)OCC(=O)Nc2ccccc2OC(F)F)cc1OC,11,-8,22,-1.9,3,-13,18,5,-3
COc1ccc(OC)c(CN2CCN(C(=O)c3cccc(S(=O)(=O)Nc4ccccc4OC)c3)CC2)c1,-1,14,-26,-0.2,-5,7,-35,-14,0
COc1ccc(C(=O)NCCN2CCOCC2)c(OC)c1OC,-2,-19,-1,0.1,-3,-6,15,6,-1
COc1ccccc1Nc1ncc(C(=O)Nc2ccc(OC)c(OC)c2)c2ccccc12,4,-3,-1,3.8,1,-2,-12,12,-4
O=C(COC(=O)COc1ccccc1)NCc1ccc2c(c1)OCO2,-1,-1,-6,-0.3,-1,4,3,-2,-1
Cc1nc(SCC(=O)NCCc2ccccc2)c2oc3ccccc3c2n1,0,1,13,-2.2,-2,10,3,6,-1
CC(=O)c1ccc(S(=O)(=O)N2CCCC(N(C)CCc3ccccn3)C2)cc1 (stereo not drawn),-3,-13,18,2.5,0,6,13,3,0
CCOC(=O)C1(CC2CC2)CCN(Cc2cn[nH]c2-c2ccccc2)CC1,-4,-3,10,0.7,-3,-4,1,2,-1
CN1CCN(C(=S)C(=O)Nc2ccc(Br)cc2)CC1,1,13,2,6.7,-8,14,6,-5,1
O=C(c1ccc(Cl)cc1Cl)C1(n2cncn2)Oc2ccccc2C1O (stereo not drawn),0,25,-97,-1.4,-2,-6,i,-32,0
CC(C)(C)OC(=O)CC[C@@H](C(=O)N1CCN(C(=O)OC(C)(C)C)CC1)n1cc(C(CO)NC(=O)OC(C)(C)C)nn1 (stereo partly drawn),-3,-5,8,-1.0,3,-2,9,10,2
CCCCCCSc1nsc(NC(C)=O)n1,0,-38,-5,1.5,-2,23,11,-1,-6
O=C(COC(=O)c1ccccc1F)NC(=O)NC1CCCC1,-2,7,5,-2.9,2,27,13,9,-2
CC(=O)Nc1cccc(-c2nc3ccccc3s2)c1C,3,6,11,4.3,-3,23,18,6,-1
COc1ccc(C(=O)NC(C)c2nccs2)cc1OC1CCN(C(C)C)CC1 (stereo not drawn),-6,14,-8,0.3,-1,7,-11,-15,0
O=C(Nn1cnnc1)C(Sc1ccccc1)c1ccccc1 (stereo not drawn),-1,42,9,1.4,-7,15,8,-12,-3
C[C@H]1CN=C(N(C)C)N1CC1CCCC1,-2,-3,4,-0.3,-3,10,1,8,0
Cn1ccnc1C(=O)c1cc(SCC(=O)NCc2ccccc2)nc2ccccc12,-3,44,25,1.1,-3,-2,15,8,-1
CCOc1ccccc1N/C=C/C(=O)C(C)(C)C,0,9,-5,0.0,-4,1,-2,5,1
CC(C)OCCCNC(=O)C1CCC(CNS(=O)(=O)c2ccccc2)CC1 (stereo not drawn),-2,12,7,3.7,2,4,6,-12,-1
O=S(=O)(N/N=C\c1ccc2c(c1)OCO2)c1ccccc1,0,0,-8,4.8,-3,20,6,-15,-1
Cc1ccccc1NC(=O)CSCC(=O)Nc1ccccc1C,1,-24,23,-2.4,-4,-8,6,-6,0
COc1cccc([C@@H]2Oc3ccc(OC)cc3C(=O)[C@H]2OC(=O)Nc2cc(OC)c(OC)c(OC)c2)c1,-5,-13,2,1.6,-4,2,15,6,-4
COc1ccc(NS(=O)(=O)Cc2ccccc2)cc1OC,0,2,18,-0.3,-4,17,-6,-10,0
O=C(CCc1nc(-c2ccccc2F)no1)NC1CCCCC1,-2,7,24,1.8,0,17,23,18,2
CNC(=O)c1[nH]cnc1C(=O)Nc1ccc(Cl)cc1,11,33,-4,9.6,7,23,21,20,3
COc1cc(NC(=O)COC(=O)CC(C)(C)C)c(C)cc1[N+](=O)[O-],0,-30,29,0.7,-1,14,3,-7,-4
CCOC(=O)c1nn(-c2ccccc2C)c(=O)c2c(N)scc12,5,5,18,0.4,-1,15,5,-6,2
CCn1c(CSc2nc3ccccc3s2)nc2ccccc21,0,-37,37,0.9,4,18,54*,51*,1
CC(C)NC(=O)c1ccc(CSCc2ccccc2Cl)o1,-5,21,22,3.8,-2,31,31,4,0
Cc1ccc(S(=O)(=O)c2ccc(C)cc2)cc1,6,20,6,0.1,5,22,24,6,-7

# Single entries from the results shown:
# In APJ ag, CCn1c(SCC(=O)OC)nnc1-c1ccncc1 has 2
# In tim10-1 inh, O=C(Nn1cnnc1)C(Sc1ccccc1)c1ccccc1 (stereo not drawn) has 9
# In Mdm2-MdmX inh, C[C@H]1CN=C(N(C)C)N1CC1CCCC1 has -3
